# H9c2 TAG inh = triacylglycerol accumulation inhibition. H9c2 cells, Nile Red lipid (TAG) fluorescence; cells loaded with 200 µM oleic acid. 230,000 tested, 0.66% active. AID 651582. inhibition, % at 12.5 µM;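 active means pattern-corrected inhibition of lipid staining of at least 50% with the nuclear-stain viability signal not falling by more than 50%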;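 further: 0% = DMSO wells and 100% = triacsin C control wells; some results filed as inactive read as strong as hits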
# H9c2 TAG inh DAPI viability = second read-out of H9c2 TAG inh, no call of its own (marks repeat the call); DAPI nuclei signal change (viability), lower = more cytotoxic, %;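 whole-well DAPI fluorescence read on a plate reader as a viability signal; minus 50 percent equals half of cells still viable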
# * marks the source's active call; other numbers are inactive results; i = inactive. A portion of the library; count on the stated rates, not on these rows.
SMILES,H9c2 TAG inh,H9c2 TAG inh DAPI viability
Cc1ccccc1N(CC(=O)N1CCCCCC1)S(C)(=O)=O,-1.8,0.1
N#Cc1nc(COc2ccc(Cl)cc2)oc1N1CCCC1,-18.8,-11.8
Cc1cccc(NC(=O)/C(=C\c2ccco2)NC(=O)c2ccccc2)c1,15.1,0.9
COc1ccc(NC(=O)COc2cc(C)cc(C)c2)cc1S(=O)(=O)N1CCCCC1,-21.2,-3.1
COc1ccc(C)cc1S(=O)(=O)NCc1ccccn1,1.5,-3.2
CC(=O)Nc1ccc(NC(=O)C(C)OC(=O)CNC(=O)c2ccc(-c3ccccc3)cc2)cc1 (configuration not stated),-3.0,5.1
CCCn1c(SCC(=O)N2CCCCC2)nnc1-c1ccco1,14.1,2.6
COc1ccc(C(=O)O)cc1NC(=S)NC(=O)C(c1ccccc1)c1ccccc1,-8.8,10.6
C=COCCn1c(-c2nonc2N)nc2ccccc21,-8.6,7.5
O=C(C[C@@H]1C/C=C\CCCC(=O)OC[C@@H]2CCCN2C1=O)N[C@@H](CO)Cc1ccccc1,-14.8,-0.3
CCc1ccc(N=C2NC(=O)/C(=C/c3ccc(OCC(=O)O)c(OC)c3)S2)cc1,-4.7,-1.3
CCN(CC)c1ccc(/C=C(\C#N)C(N)=O)cc1,17.4,-8.8
O=S(=O)(NCCc1c[nH]c2ccccc12)c1ccc(F)cc1,3.0,-11.0
CCc1ccc(C(O)c2ncc(-c3ccc4ccccc4c3)[nH]2)cc1 (configuration not stated),-45.5,11.0
O=C(c1ccccc1F)N1CCN(Cc2ccc3c(c2)OCO3)CC1,-11.7,-5.3
CC(C)CCn1c(Oc2ccc(Cl)cc2)nc2c1c(=O)n(C)c(=O)n2C,8.8,4.4
CCn1nnnc1SCC(=O)NC1CCCC1,-17.7,11.9
Cc1ccc(OCC(=O)Nn2cnc3ccccc32)cc1,-12.6,-1.7
Cn1c(=O)c(C(=O)CN2CCN(S(=O)(=O)c3ccccc3)CC2)c(N)n(Cc2ccccc2)c1=O,3.0,-4.3
CCCCNC(=O)c1sc(=S)n2c1[nH]c(=O)c1ccccc12,-7.4,4.0
S=C(NCc1ccccc1)C(=S)NCc1ccccc1,8.9,-5.6
N=C1C(c2nc(-c3ccc(Cl)cc3)cs2)=C(O)CN1NC(=O)c1ccc(O)cc1,21.7,-0.8
O=S(=O)(NCCCCCNS(=O)(=O)c1ccccc1)c1ccccc1,-15.9,2.8
Cc1cc(C(=O)CSc2nnc(C3CC3)n2C2CC2)c(C)n1C(C)C,-27.3,-7.7
O=C(c1ccc(Cl)cc1Cl)C1(n2cncn2)Oc2ccccc2C1O (configuration not stated),-10.7,-4.9

# Some of the entries so far, tab-delimited.
smiles	H9c2 TAG inh	H9c2 TAG inh DAPI viability
O=C(C[C@@H]1C/C=C\CCCC(=O)OC[C@@H]2CCCN2C1=O)N[C@@H](CO)Cc1ccccc1	-14.8	-0.3
CCc1ccc(N=C2NC(=O)/C(=C/c3ccc(OCC(=O)O)c(OC)c3)S2)cc1	-4.7	-1.3
CCN(CC)c1ccc(/C=C(\C#N)C(N)=O)cc1	17.4	-8.8
O=S(=O)(NCCc1c[nH]c2ccccc12)c1ccc(F)cc1	3.0	-11.0
CCc1ccc(C(O)c2ncc(-c3ccc4ccccc4c3)[nH]2)cc1 (configuration not stated)	-45.5	11.0
O=C(c1ccccc1F)N1CCN(Cc2ccc3c(c2)OCO3)CC1	-11.7	-5.3
CC(C)CCn1c(Oc2ccc(Cl)cc2)nc2c1c(=O)n(C)c(=O)n2C	8.8	4.4
CCn1nnnc1SCC(=O)NC1CCCC1	-17.7	11.9
Cc1ccc(OCC(=O)Nn2cnc3ccccc32)cc1	-12.6	-1.7
Cn1c(=O)c(C(=O)CN2CCN(S(=O)(=O)c3ccccc3)CC2)c(N)n(Cc2ccccc2)c1=O	3.0	-4.3
CCCCNC(=O)c1sc(=S)n2c1[nH]c(=O)c1ccccc12	-7.4	4.0
S=C(NCc1ccccc1)C(=S)NCc1ccccc1	8.9	-5.6
N=C1C(c2nc(-c3ccc(Cl)cc3)cs2)=C(O)CN1NC(=O)c1ccc(O)cc1	21.7	-0.8
O=S(=O)(NCCCCCNS(=O)(=O)c1ccccc1)c1ccccc1	-15.9	2.8
Cc1cc(C(=O)CSc2nnc(C3CC3)n2C2CC2)c(C)n1C(C)C	-27.3	-7.7
O=C(c1ccc(Cl)cc1Cl)C1(n2cncn2)Oc2ccccc2C1O (configuration not stated)	-10.7	-4.9

# More compounds follow.
SMILES,H9c2 TAG inh,H9c2 TAG inh DAPI viability
NC(=O)c1cccc(-c2ccnc3c2CC(C(=O)NCc2ccccc2)O3)c1 (configuration not stated),50.2*,-29.1*
CC(C)c1ccc(NC2CCCN(C(=O)c3ccsc3)C2)cc1 (configuration not stated),23.8,-1.3
CC(NCC(=O)Nc1ccccc1C(=O)NC1CC1)c1cccs1 (configuration not stated),0.1,-1.4
COc1ccc(CCNC(=O)CN2CCN(Cc3ccccc3F)C2=O)cc1OC,-4.3,2.9
CCOc1ccc(S(=O)(=O)Nc2ccccc2C(=O)N(C)C2CCN(C)CC2)cc1,2.3,-2.8
CCn1c(SCC(=O)N2CCCc3ccccc32)nnc1-c1ccco1,-1.4,1.0
O=c1c2ccccc2sc2ccc(NCCCN3CCOCC3)cc12,-10.1,8.6
O=C(c1ccc(S(=O)(=O)c2ccccc2)cc1)N1CCc2ccccc2C1,6.7,-7.9
CCOc1ccc(-c2nnn(CC#N)n2)cc1OC,-7.5,-4.2
Cc1nc2nc(-c3ccc(Cl)cc3)cn2nc1C,-4.6,51.4
Cc1cccc(C)c1NC(=O)CNC(=O)C(Cc1ccccc1)NC(=O)c1ccccc1 (configuration not stated),6.7,-3.2
COc1ccc(C(=O)NC(=S)N2CCCCC2)cc1[N+](=O)[O-],-9.2,2.2
COc1ccc(NC(=O)Cc2cccc3ccccc23)cc1,-7.2,1.1
CCOC(=O)/C(=N\Nc1ccccc1Cl)N1CCN(c2ccccc2OC)CC1,-10.8,13.4
Cn1c(SCC(=O)c2ccc(F)cc2)nnc1-c1ccccn1,5.8,3.4
COc1ccc(C(=O)Nc2ccc3c(c2)n(C)c(=O)n3C)cc1OC,10.3,-4.7
CCCCn1c(N)c(N(CCOC)C(=O)c2c(-c3ccccc3)noc2C)c(=O)[nH]c1=O,-9.1,4.9
O=C(CN1CC(c2ccccc2)CC1=O)Nc1ccc2c(c1)OCO2 (configuration not stated),5.3,-2.4
CCCOC(=O)c1[nH]c2c(c1C)C(=O)CC(c1cccs1)C2 (configuration not stated),64.7*,-13.9*
O=C(Nc1ccc(O)cc1)c1cccc(Oc2ccc([N+](=O)[O-])cc2)c1,0.8,1.4
Cc1ccc(C(=O)NCC(=O)OCC(=O)c2ccc3c(c2)OCCO3)cc1C,0.6,1.1
Cc1cc(C)c(S(=O)(=O)NCc2nc3nc(C)cc(C)n3n2)c(C)c1,5.7,-2.8
Cc1cccc2sc(NNC(=O)c3ccc(S(=O)(=O)N4CC(C)CC(C)C4)cc3)nc12 (configuration not stated),16.9,-25.5
CCCn1c(=O)c(C(=O)NNC(=O)c2ccccc2[N+](=O)[O-])c(O)c2ccccc21,-2.4,3.2
Cc1cc(C)n2nc(C(=O)OCC(=O)c3ccccc3)nc2n1,9.4,1.2

# The list continues:
SMILES,H9c2 TAG inh,H9c2 TAG inh DAPI viability
CC(=O)OC(C(=O)NC1CCCCC1)c1cccc(F)c1 (configuration not stated),-0.6,-3.4
O=C(COC(=O)C12CC3CC(CC(C3)C1)C2)Nc1nccs1,8.8,-4.0
COc1ccc(C2=NNC(=O)CC2)cc1,-2.2,-17.4
CN1CCCCC1(C)C(=O)NCc1cc(Cl)ccc1F (configuration not stated),5.0,-4.7
Cc1cc(-c2nnc(SCC(=O)Nc3ccccc3C(F)(F)F)o2)c(C)n1-c1ccccc1,38.2,-5.6
Nc1ccc(-c2c3ccc(=O)cc-3oc3cc(O)ccc23)c(C(=O)O)c1,2.4,-0.7
COc1cccc(COCC(O)Cn2cnc3cc(C)c(C)cc32)c1 (configuration not stated),-17.6,10.5
C#CCOCCOCCOCCNc1nc(N2CCN(C(=O)Cn3cc(CCCCN)nn3)CC2)nc(N2CCN(C(=O)[C@H](CCCCN)n3cc(CCC(=O)O)nn3)CC2)n1,5.3,8.1
Oc1ccc(Cl)cc1CNn1cnnc1,-0.3,-1.3
CC1(C(=O)NCc2cccc(C(F)(F)F)c2)CCN1C1Cc2ccccc2C1 (configuration not stated),-8.8,5.3
O=c1c2c3c(sc2n2cnnc2n1Cc1ccccc1)CN(Cc1ccccc1)CC3,23.2,-3.0
CCCn1c(=S)[nH]c2cc(C(=O)N3CCN(c4ccccc4)CC3)ccc2c1=O,-9.7,6.7
c1ccc2c(N3CCOCC3)nc(N3CCOCC3)nc2c1,19.5,3.4
O=Cc1c(-[n+]2ccccc2)nc([O-])n1-c1ccccc1,-25.6,-0.6
COc1ccc(-c2cc(N3CCN(CCO)CC3)n3nccc3n2)cc1,-10.7,45.1
COCCn1nnnc1C(c1ccccc1)N1CCN(C)CC1 (configuration not stated),1.7,-1.9
O=C(O)c1ccc2c(c1)C(=O)N(c1cccc(-c3nc4ccccc4s3)c1)C2=O,7.1,-3.2
CCn1cc(C(=O)NCCCN2CC(C)CC(C)C2)c2cc(OC)c(OC)cc2c1=O (configuration not stated),26.8,-12.7
COc1ccc(NC(=O)c2c(NC(=O)CNCc3ccco3)sc3c2CCC3)cc1,0.5,-1.0
CCOCCOC(=O)C(C)Oc1ccc(Oc2nc(Cl)ccc2Cl)cc1 (configuration not stated),5.6,-9.5
Cc1ccccc1OCC(=O)Nc1nnc(-c2ccncc2)s1,14.2,1.8
Cc1cccnc1C1=NOC(Cc2ccccc2)C(=O)N1CCOc1ccc(F)cc1 (configuration not stated),-11.3,1.4
CC(=O)Nc1ccc(NC(=O)c2ccccc2CC[N+](=O)[O-])cc1,-16.4,4.5
Cc1nc(-c2c(-c3ccc(O)cc3O)noc2C(F)(F)F)cs1,-3.5,6.7
CCn1cc(C(=O)NCCCN(C)c2ccccc2)c(=O)c2cc(S(=O)(=O)N(C)C)ccc21,37.0,-6.5

# Further structures:
SMILES,H9c2 TAG inh,H9c2 TAG inh DAPI viability
CC(C)CN1C(=O)C(=O)N(CC(=O)N(C)CC(=O)Nc2ccc(Cl)c(C(F)(F)F)c2)C1=O,-23.6,-1.4
Cc1cccc(NC(=O)C2CCN(S(=O)(=O)c3ccc4c(c3)OCCCO4)CC2)n1,-2.4,0.7
CC(C)N(Cc1nc(-c2ccc(Cl)cc2)no1)Cc1nccn1C,8.3,3.3
C=CCOC(=O)C1=C[C@H](c2ccc(C(F)(F)F)cc2)C[C@H](OCCCCO)O1,-66.3,-10.4
CNS(=O)(=O)c1cccc(C(=O)OCC(=O)Nc2ccccc2F)c1,-1.4,-4.3
COc1cc(NC(=S)N2CCCCC2C)c(OC)cc1Cl (configuration not stated),-5.2,-1.4
CCc1cc2c(=O)c(-c3cnn(-c4ccccc4)c3)c(C)oc2cc1OCC(=O)Nc1ccc(F)c(F)c1,3.5,0.2
Cc1ccc(NC(=S)NCc2ccco2)c(C)c1,-13.4,5.6
O=C(Nc1cc(S(=O)(=O)N2CCCCC2)ccc1N1CCCCC1)C1CC1,-13.0,9.8
Cc1ccc(C(=O)COC(=O)C(C)N2C(=O)C3C4CCC(C4)C3C2=O)cc1 (configuration not stated),7.2,-5.9
CCOC(=O)Nc1sc2nc(C)cc(C)c2c1-n1cccc1,2.2,2.1
O=c1/c(=C\c2ccc(F)cc2)sc2n1CCCN=2,-7.1,-2.5
Cc1ccc(-n2cccn2)c(CN2CCC(CO)(CCc3ccccc3)CC2)c1,-19.5,19.6
Cc1cccc(N2CCN(C(=O)c3ccccn3)CC2C)c1 (configuration not stated),11.5,3.2
Nc1cccc([N+](=O)[O-])c1,-7.0,2.5
CCOc1ccc(NC(=O)CC2C(=O)N(c3ccccc3)C(=S)N2Cc2ccccn2)cc1 (configuration not stated),-4.3,-0.2
Cn1c(CNC(=O)Cc2ccc3c(c2)OCO3)nnc1SCc1ccccc1,15.3,-14.7
Cc1ccc(NC(=O)C2CCN(C(=O)OC(C)(C)C)CC2)cc1S(=O)(=O)N1CCCCC1,11.8,-3.7
O=C(CNCc1ccccc1)Nc1ccccc1-c1ccccc1,-3.3,-7.3
CN(C)C1CCN(Cc2cc(COCc3ccccc3)c3cccnc3c2O)C1 (configuration not stated),45.9,-37.4
O=C(N/C=N/O)C1=NOC(CNc2ncc(C(F)(F)F)cc2Cl)C1 (configuration not stated),-4.3,-1.1
Cc1cccc(C(=O)Nc2c(C#N)c(C)c(C)n2Cc2ccccc2)c1,-1.8,2.2
COC(=O)Cn1cc(/C=C(/C#N)C(=O)N2CCOCC2)c2ccccc21,-12.6,3.9
O=C1[C@H](Cc2ccccc2)NCC=CC[C@H](c2ccc(Cl)cc2)N1Cc1ccccc1,18.4,5.5
CCOC(=O)c1c(NC(=O)COC(=O)Cn2cnc3ccccc32)sc(C)c1C,-5.8,-1.7

# (continued)
SMILES,H9c2 TAG inh,H9c2 TAG inh DAPI viability
CC1(C(=O)OCC(=O)Nc2ccc(Cl)cn2)CC1(Cl)Cl (configuration not stated),10.2,-4.4
Oc1ccccc1N1CCN(c2nc(-c3cccs3)nc3ccccc23)CC1,4.4,2.7
COc1cc(OC)cc(-c2c(-c3cccs3)c3cc(-c4ccc(SC)cc4)ccc3n2C)c1,-74.4,i
CC1CN(C)C(C)C/C1=N/Oc1ccccc1[N+](=O)[O-] (configuration not stated),-2.6,1.2
CC(C)N(Cc1ccccc1)C(=O)COC(=O)c1ccc2ncsc2c1,-17.5,5.1
CC1CCN(C(=O)CCNS(=O)(=O)c2ccccc2)CC1,-1.8,-8.3
CCCCNC(=O)CC1S/C(=N/N=C/c2ccc(OC)cc2)NC1=O (configuration not stated),-8.5,-1.3
S=C(NCC1CCCO1)N1CCN(Cc2ccccc2Cl)CC1 (configuration not stated),3.2,1.6
Cc1ccc(NC2CC(=O)N(c3cccc([N+](=O)[O-])c3)C2=O)cc1 (configuration not stated),15.0,7.4
Cc1cc(-c2csc(NC(=O)c3ccc(=O)[nH]c3)n2)c(C)n1Cc1ccccc1,11.3,0.8

# Bioassay records from PubChem.
